Bioassay records (PubChem BioAssay)
GSK3A inh: human GSK-3 alpha kinase inhibition; 0.1% of 320,000 active; ADP-Glo luminescence, 60 min; inhibition, % at 10 µM;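 in the data active = inhibition above about 50%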;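 note: GST-tagged GSK-3 alpha with peptide substrate and 25 µM ATP; 0% = DMSO neutral wells and 100% = GW8510 positive control wells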
Target sequence (P49840 whole entry, looked up): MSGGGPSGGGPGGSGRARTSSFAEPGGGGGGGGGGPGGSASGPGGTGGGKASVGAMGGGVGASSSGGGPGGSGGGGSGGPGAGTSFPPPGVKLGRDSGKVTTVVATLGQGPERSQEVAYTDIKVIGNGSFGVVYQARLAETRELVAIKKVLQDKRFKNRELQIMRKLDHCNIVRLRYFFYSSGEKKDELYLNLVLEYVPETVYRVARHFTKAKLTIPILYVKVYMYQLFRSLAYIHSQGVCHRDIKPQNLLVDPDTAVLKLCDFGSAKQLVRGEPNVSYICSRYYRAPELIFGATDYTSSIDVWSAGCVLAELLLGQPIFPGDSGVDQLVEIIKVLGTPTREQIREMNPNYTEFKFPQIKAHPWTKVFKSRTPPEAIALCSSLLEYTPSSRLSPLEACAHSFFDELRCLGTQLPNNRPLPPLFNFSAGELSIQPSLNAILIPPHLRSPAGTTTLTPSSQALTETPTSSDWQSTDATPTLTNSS
HSF1 inhib: HSF1 inhibition | NIH3T3-HGL HSE-luciferase, MG132-induced, luminescence 8 h; hits give low values | activity change, negative = inhibition, % at 7.5 µM (by protocol) | 0.77% of 300,000 active;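 active = more than half of replicate wells show activity change below -50%, luminescence cut by over half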;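 note: luciferase reports HSF-1 transcriptional activity via heat shock element; 0% = median of DMSO wells and -100% = zero luminescence signal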
HSF-1 act: increases HSF-1 driven luciferase reporter signal. NIH3T3-HGL HSF-1 luciferase reporter, MG132, 8 h; 100% = twice DMSO control signal. activation, % at 9 µM. 1.7% of 300,000 active;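 active = mean replicate activation of at least 50% with a set share of replicates each reaching 50%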;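 note: 0% = median of the neutral control wells and 100% = twice that signal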
HDAC3 inhib: blocks human histone deacetylase 3 | O15379 | recombinant HDAC3, fluorogenic peptide/trypsin coupled, fluorescence | inhibition, % at 8.3 µM | 0.15% of 320,000 active; in the data active = inhibition above about 26%, passing the limit was not always enough
Target sequence (O15379 whole entry, looked up): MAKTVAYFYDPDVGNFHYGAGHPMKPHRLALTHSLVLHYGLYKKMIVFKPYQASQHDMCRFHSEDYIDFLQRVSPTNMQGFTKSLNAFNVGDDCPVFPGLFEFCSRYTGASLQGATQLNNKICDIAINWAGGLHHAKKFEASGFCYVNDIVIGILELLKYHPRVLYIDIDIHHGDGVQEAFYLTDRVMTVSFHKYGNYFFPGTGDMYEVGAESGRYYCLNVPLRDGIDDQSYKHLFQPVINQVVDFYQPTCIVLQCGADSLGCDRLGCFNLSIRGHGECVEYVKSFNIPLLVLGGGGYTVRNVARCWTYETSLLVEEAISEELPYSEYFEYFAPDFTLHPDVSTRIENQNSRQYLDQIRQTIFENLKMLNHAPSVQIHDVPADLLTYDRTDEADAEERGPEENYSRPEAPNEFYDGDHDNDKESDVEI
GSK3beta inhib: inhibitors of human GSK3beta kinase; 0.038% of 300,000 active; GST-GSK3beta kinase, ADP-Glo luminescence, 60 min; hits give low values; AID 2097; P49841; activity score (negative = inhibition), % at 10 µM;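 active = more than half of replicate wells score below -50%, meaning over 50% inhibition versus plate controls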;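 note: 0% = median DMSO wells and -100% = median GW8510 positive control wells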
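test system = GST-tagged human GSK3beta kinase, cell-free | reagent = 25 µM ATP with peptide substrate | dosing = one dose of 10 µM per compound | schedule = 60 min reaction, RT | detection = luminescent ADP-Glo measurement of ADP formed | control set = DMSO neutral wells and GW8510 at 20 µM as positive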
PolyA inh: yeast polyadenylation inhibition; S. cerevisiae SKY197-pL101 polyadenylation reporter, beta-gal luminescence; efflux-impaired pdr1/pdr3 knockout yeast; score 100 = 6 SD above DMSO; 0.02% of 300,000 active; AID 1875; calls only at 12 µM;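 active = lowest replicate activity score at least 50, where 100 means six control SD above control mean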;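 note: yeast exposed to compound for 9 h at 30 °C; higher score means more reporter readthrough which indicates perturbed polyadenylation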
Platelet DG rel: modulates dense granule release in human platelets. human platelet-rich plasma, SFLLRN dense granule ATP release, luminescence. inhibition, %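 (compounds screened at 7.5 µM in platelet-rich plasma)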. 0.22% of 300,000 active;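 active = mean replicate score, as percent of positive control, at or above 50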
AI-2 QS modul: modulators of Vibrio harveyi AI-2 quorum sensing system. Vibrio harveyi JMH597 AI-2 luminescence/OD600 ratio, 9 h; hits give low values; strain lacks LuxN and CqsS sensors; 0 = neutral-control median. activity change, % at 7.5 µM. 0.4% of 300,000 active. AID 2094; in the data active = activity change below about -75%, passing the limit was not always enough;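 note: luminescence divided by OD600 gain over 9 h not by final OD600 alone; inactives centre near 13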
Dyrk1A ADPGlo: Dyrk1A (rat) kinase inhibition; Q63470; ADP-Glo luminescence, NFATc1 peptide; inhibition, % at 12.5 µM; 0.43% of 310,000 active; AID 504441; in the data active = inhibition above about 50%;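 note: plate controls were vehicle with enzyme for no effect and no enzyme for full effect; many of its hits are not listed in these tables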
HSP90 inh: inhibitors of HSP90 luciferase refolding in rabbit reticulocyte lysate. 0.91% of 290,000 active. inhibition, % at 5.6 µM. luciferase refolding luminescence, 3 h;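 active = inhibition above the screen-wide mean plus 3 SD, computed separately per campaign, cut at about 16% in these data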;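 note: 0% = DMSO wells and 100% = 60 µM geldanamycin wells; inhibitors lower the luminescence because luciferase stays unfolded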
* = called active by the depositor.

`O=C1CN(C(=O)COc2ccc(Br)cc2)c2ccccc2N1` gave GSK3A inh 1.1, HSF1 inhib -0.8, HSF-1 act 13.8, HDAC3 inhib 4.7, GSK3beta inhib 1.3, PolyA inh inactive, Platelet DG rel 0.4, AI-2 QS modul -7.3, Dyrk1A ADPGlo -1.3 and HSP90 inh 1.8.
Screening CCc1nnc(NC(=O)CSc2nc3c(cc2C#N)CCC3)s1 returned GSK3A inh 2.1, HSF1 inhib 15.4, HSF-1 act 2.3, HDAC3 inhib 3.9, GSK3beta inhib 4.8, PolyA inh inactive, Platelet DG rel -0.3, AI-2 QS modul 17.0, Dyrk1A ADPGlo -1.7 and HSP90 inh -4.6.
Screening Oc1cc(Cc2ccccc2)cnc1CN1CCCCC1 returned GSK3A inh -3.5, HSF1 inhib -0.9, HSF-1 act 10.9, HDAC3 inhib -12.8, GSK3beta inhib -0.2, PolyA inh inactive, Platelet DG rel -1.6, AI-2 QS modul 6.8, Dyrk1A ADPGlo -1.7 and HSP90 inh 3.4.
Screening Cc1cc(C)c(NC(=O)CSc2ccc(-c3cccnc3)nn2)c(C)c1 returned GSK3A inh -1.4, HSF1 inhib -1.7, HSF-1 act 0.8, HDAC3 inhib -6.8, GSK3beta inhib -1.8, PolyA inh inactive, Platelet DG rel -1.4, AI-2 QS modul 17.3 and HSP90 inh 3.8.
For Cc1c(O)nc2sc3ccccc3n2c1=O the results were GSK3A inh -0.3, HSF1 inhib -0.5, HSF-1 act 2.3, HDAC3 inhib -2.3, GSK3beta inhib -2.4, PolyA inh inactive, Platelet DG rel 27.7 and HSP90 inh 8.0.
`CSc1ccc(S(=O)(=O)NCCOc2ccccc2C)cc1` gave GSK3A inh 1.7, HSF1 inhib 5.6, HSF-1 act 5.3, HDAC3 inhib 8.4, GSK3beta inhib -23.4, PolyA inh inactive, Platelet DG rel -15.2, AI-2 QS modul 31.3, Dyrk1A ADPGlo -18.4 and HSP90 inh -2.5.
Cc1cccc(NC(=O)N2CCCC2C(=O)Nc2ccccc2)c1 (centres undefined) was read as GSK3A inh -0.9, HSF1 inhib 7.5, HSF-1 act 4.9, HDAC3 inhib 2.3, GSK3beta inhib 0.5, PolyA inh inactive, Platelet DG rel -1.3, AI-2 QS modul 16.2 and HSP90 inh 0.1.
`N#CCCN(C(=O)COC(=O)C1=NNC(=O)CC1)c1ccccc1` gave GSK3A inh -2.2, HSF1 inhib -8.1, HSF-1 act 3.2, HDAC3 inhib -6.0, GSK3beta inhib 2.3, PolyA inh inactive, Platelet DG rel 17.3, AI-2 QS modul 18.1 and Dyrk1A ADPGlo -3.5.
CC(C)N1CC2(c3ccccc3)CN(C(C)C)CC(c3ccccc3)(C1)C2=O was read as GSK3A inh 1.7, HSF1 inhib -3.6, HSF-1 act -13.7, HDAC3 inhib -2.0, GSK3beta inhib -0.8, PolyA inh inactive, Platelet DG rel -3.1, AI-2 QS modul -10.6, Dyrk1A ADPGlo 8.3 and HSP90 inh -2.0.
Screening O=C(NC1CCCCCC1)c1cc(S(=O)(=O)N2CCOCC2)ccc1F returned GSK3A inh 3.6, HSF1 inhib 6.7, HSF-1 act 3.4, HDAC3 inhib -2.9, GSK3beta inhib -2.4, PolyA inh inactive, Platelet DG rel -10.0, AI-2 QS modul -4.4, Dyrk1A ADPGlo 3.1 and HSP90 inh 2.0.
`CC(=O)Nc1cccc(-c2nc3ccccc3s2)c1` gave GSK3A inh -0.5, HSF1 inhib 3.9, HSF-1 act 26.1, HDAC3 inhib -4.6, GSK3beta inhib 1.1, Platelet DG rel -1.2, AI-2 QS modul 5.1, Dyrk1A ADPGlo 14.8 and HSP90 inh -3.6.
CCN(CC)S(=O)(=O)c1ccc(/C=C/C(=O)Nc2ccc(F)cc2F)cc1 was read as GSK3A inh 2.8, HSF1 inhib 7.1, HSF-1 act 24.9, HDAC3 inhib -0.4, GSK3beta inhib 0.9, PolyA inh inactive, Platelet DG rel -0.1, AI-2 QS modul 13.7, Dyrk1A ADPGlo 1.5 and HSP90 inh -3.7.
For NC(=O)[C@H]1CC2(CC(c3cccc(NC(=O)[C@H]4CCC(=O)N4)c3)=NO2)CN1C(=O)c1ccccc1C(=O)c1ccccc1 (some centres undefined) the results were GSK3A inh -0.8, HSF1 inhib -8.6, HSF-1 act -22.1, HDAC3 inhib 4.6, GSK3beta inhib -1.8, PolyA inh inactive, Platelet DG rel 1.9, AI-2 QS modul -0.4 and Dyrk1A ADPGlo 6.9.
`CN(C(=O)c1ccc(Oc2ccc([N+](=O)[O-])cc2)cc1)C1CCCCC1` gave GSK3A inh 0.2, HSF1 inhib -0.7, HSF-1 act 38.9, HDAC3 inhib 9.7, GSK3beta inhib 6.2, PolyA inh inactive, Platelet DG rel -0.7, AI-2 QS modul 30.9, Dyrk1A ADPGlo -1.3 and HSP90 inh -4.3.
For COc1ccc(N2CCN(C(=O)CCCOc3cc(=O)n(C)c4ccccc34)CC2)cc1 the results were GSK3A inh 0.5, HSF1 inhib 9.4, HSF-1 act 21.3, HDAC3 inhib -3.0, GSK3beta inhib 2.7, PolyA inh inactive, Platelet DG rel 2.3, AI-2 QS modul 10.5, Dyrk1A ADPGlo 1.9 and HSP90 inh -2.9.
CC(=O)NC(CC(=O)NC12CC3CC(CC(C3)C1)C2)c1ccccc1 (centres undefined) was read as GSK3A inh -1.0, HSF1 inhib -12.2, HSF-1 act -5.0, HDAC3 inhib -4.7, GSK3beta inhib -2.2, PolyA inh inactive, Platelet DG rel -3.2, AI-2 QS modul 12.9, Dyrk1A ADPGlo -9.5 and HSP90 inh 1.4.
`Cc1noc(C)c1COc1ccc(C(=O)OCC(N)=O)cc1` gave GSK3A inh -3.6, HSF1 inhib 0.9, HSF-1 act 4.8, HDAC3 inhib -8.1, GSK3beta inhib 1.9, PolyA inh inactive, Platelet DG rel 3.7, AI-2 QS modul 15.4, Dyrk1A ADPGlo -4.6 and HSP90 inh 3.7.
`CC(=O)N1CCN(c2ccc(NC(=O)c3ccc(C)cc3)cc2)CC1` gave GSK3A inh -0.6, HSF1 inhib -1.9, HSF-1 act 9.6, HDAC3 inhib 3.7, GSK3beta inhib 0.5, PolyA inh inactive, Platelet DG rel 3.7, AI-2 QS modul 23.6, Dyrk1A ADPGlo 1.3 and HSP90 inh 2.7.
CCN(CC)CCN(C(=O)c1ccc(Br)s1)c1nc2cc3c(cc2s1)OCCO3 was read as HSF1 inhib -7.1, HSF-1 act -5.9, HDAC3 inhib 3.6, GSK3beta inhib 0.6, PolyA inh inactive, Platelet DG rel -4.9, AI-2 QS modul -3.3, Dyrk1A ADPGlo 6.9 and HSP90 inh 50.9*.
Screening COC(=O)CCCC1=CC2=CC(=O)C(C)(OC(=O)c3cccs3)C(=O)C2=CN1C1CC1 (centres undefined) returned HSF1 inhib 0.4, HSF-1 act 4.4, HDAC3 inhib -1.6, GSK3beta inhib -0.7, PolyA inh inactive, Platelet DG rel -1.8, AI-2 QS modul 17.0 and Dyrk1A ADPGlo 7.4.
Screening Cc1ccc(-n2nnnc2SC(C)C(N)=O)c(C)c1 (centres undefined) returned GSK3A inh -8.0, HSF1 inhib 6.0, HSF-1 act 8.1, HDAC3 inhib 3.4, GSK3beta inhib 1.5, PolyA inh inactive, Platelet DG rel 1.5, AI-2 QS modul 31.4, Dyrk1A ADPGlo 5.0 and HSP90 inh -3.5.
`CC1CCC(NC(=O)c2cc(S(=O)(=O)N3CCCCC3)c[nH]2)CC1` (centres undefined) gave GSK3A inh 1.4, HSF1 inhib -3.5, HSF-1 act -9.3, HDAC3 inhib -4.7, GSK3beta inhib 4.0, PolyA inh inactive, Platelet DG rel 15.4, AI-2 QS modul 7.7, Dyrk1A ADPGlo 56.8* and HSP90 inh 11.0.
For CC(=O)NCCC(=O)Nc1nc2c(ccc3ccccc32)s1 the results were GSK3A inh 0.2, HSF1 inhib 1.0, HSF-1 act 14.0, HDAC3 inhib 2.6, GSK3beta inhib 1.4, PolyA inh inactive, Platelet DG rel -9.6, AI-2 QS modul 7.6, Dyrk1A ADPGlo 2.3 and HSP90 inh 0.3.
For CSc1ncc(Cl)c(C(=O)NCc2cccnc2)n1 the results were GSK3A inh 0.1, HSF1 inhib -1.4, HSF-1 act -1.0, HDAC3 inhib -6.1, GSK3beta inhib -3.1, PolyA inh inactive, Platelet DG rel 0.4, AI-2 QS modul 34.2, Dyrk1A ADPGlo -3.2 and HSP90 inh 0.7.
`CN(C)C(=S)Nc1ccc2c(c1)OCCO2` gave GSK3A inh -3.0, HSF1 inhib -27.0, HSF-1 act -21.4, HDAC3 inhib 3.9, GSK3beta inhib -6.6, PolyA inh inactive, Platelet DG rel -0.3, AI-2 QS modul 10.5, Dyrk1A ADPGlo 12.4 and HSP90 inh -2.0.
For CC(C)CN1CCC(C(=O)N2CCN(c3ccccc3F)CC2)CC1 the results were GSK3A inh 2.7, HSF1 inhib -3.1, HSF-1 act 20.7, HDAC3 inhib 4.2, GSK3beta inhib 2.9, PolyA inh inactive, Platelet DG rel 22.0, AI-2 QS modul 13.3, Dyrk1A ADPGlo 3.9 and HSP90 inh -1.8.
`Cc1cc(-c2nnc(CCC(=O)NC(Cc3ccccc3)c3ccccc3)o2)no1` (centres undefined) gave GSK3A inh -1.9, HSF1 inhib 7.1, HSF-1 act 9.6, HDAC3 inhib 4.4, GSK3beta inhib 0.5, PolyA inh inactive, Platelet DG rel -2.0, AI-2 QS modul 28.7, Dyrk1A ADPGlo -6.7 and HSP90 inh 0.5.
For Cc1ccc(OCC(=O)N2CCOCC2)c([N+](=O)[O-])n1 the results were GSK3A inh -0.9, HSF1 inhib -2.1, HSF-1 act -19.4, HDAC3 inhib -7.8, GSK3beta inhib -10.9, PolyA inh inactive, Platelet DG rel 0.4, AI-2 QS modul -2.2, Dyrk1A ADPGlo -8.0 and HSP90 inh 13.1.
Screening CCOC(=O)C1(C(F)(F)F)N=C(c2cccnc2)OC(N2CCOCC2)=N1 (centres undefined) returned GSK3A inh -0.6, HSF1 inhib 1.5, HSF-1 act 8.5, HDAC3 inhib 2.3, GSK3beta inhib -16.5, PolyA inh inactive, Platelet DG rel -6.4, AI-2 QS modul 34.0, Dyrk1A ADPGlo -6.5 and HSP90 inh -1.2.
`CC(=O)OC(C(=O)NC1CCCCC1)c1ccc(Cl)cc1` (centres undefined) gave GSK3A inh 2.3, HSF1 inhib -4.0, HSF-1 act -4.4, HDAC3 inhib 5.2, GSK3beta inhib 5.5, PolyA inh inactive, Platelet DG rel 0.6, AI-2 QS modul 1.0, Dyrk1A ADPGlo 0.5 and HSP90 inh 5.0.
CC(C)(C)n1nc2c(c1NC(=O)c1ccco1)CS(=O)C2 (centres undefined) was read as GSK3A inh 0.5, HSF1 inhib -2.8, HSF-1 act 6.1, HDAC3 inhib -1.5, GSK3beta inhib -1.5, PolyA inh inactive, Platelet DG rel -0.8, AI-2 QS modul 2.7, Dyrk1A ADPGlo -3.0 and HSP90 inh -3.1.

These rows are one share of the data. The share of hits here may be higher or lower than overall.
